# Source: PubChem
# mHTT CaM bind – mutant huntingtin-calmodulin interaction inhibitors – biochemical, AlphaScreen, primary screen; AID 1671202, 2021; inhibition, % at 15 µM; AlphaScreen His-mHTT/GST-CaM binding, luminescence; hit rate 3.6% among 190,000;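 note: 0% = both proteins with DMSO and 100% = one protein alone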
# Pf apPOL inh – Pf-apPOL inhibitors, biochemical, fluorescence. Plasmodium falciparum apicoplast DNA polymerase (apPOL). Recombinant Pf-apPOL, molecular beacon fluorescence, 1.5 h. inhibition, % at 10 µM. hit rate 0.25% among 210,000. AID 1794808, 2022
# An asterisk follows results filed as active; i = inactive; / = not tested or not shown. Cut-off read from the data, not from the text of the source: active = inhibition above about 50%; inactive = the rest.
SMILES	mHTT CaM bind	Pf apPOL inh
Cc1cc(C)n(-c2cc(NCCNS(=O)(=O)c3ccc4nc(C)sc4c3)ncn2)n1	-2	-1
COc1ccc(O)c(C(=O)CC(=O)c2cccc(F)c2)c1	58*	3
CCOc1ccc2nc(C)cc(Nc3ccccc3OC)c2c1	2	0
Cc1ccc(C2=N/C(=C\c3ccc(-c4cccc([N+](=O)[O-])c4)o3)C(=O)O2)cc1[N+](=O)[O-]	11	2
COc1ccc(N2CCN(C(=O)Nc3ccccc3Cl)CC2)cc1	7	0
O=c1[nH]c2c(s1)C(c1cccnc1)C1C3CCC(C3)C1S2 (stereo not given)	-2	-4
COc1ccc(C(=O)N2CCC(c3nc(C)ccc3C(=O)NC3CC3)CC2)cc1	-2	-1
O=C(Nc1ccc(Br)cc1F)c1ccco1	-6	0
CC1CCC(NC(=O)C2(C)CCC(=O)N2Cc2ccc(F)cc2)CC1 (stereo not given)	4	-10
COc1ccc(N=Cc2cc([N+](=O)[O-])ccc2O)cc1Cl	5	-3

# Continued, overlapping the part above by 4 compounds.
SMILES	mHTT CaM bind	Pf apPOL inh
COc1ccc(C(=O)N2CCC(c3nc(C)ccc3C(=O)NC3CC3)CC2)cc1	-2	-1
O=C(Nc1ccc(Br)cc1F)c1ccco1	-6	0
CC1CCC(NC(=O)C2(C)CCC(=O)N2Cc2ccc(F)cc2)CC1 (stereo not given)	4	-10
COc1ccc(N=Cc2cc([N+](=O)[O-])ccc2O)cc1Cl	5	-3
Cc1ccc(-c2nn(C)c(=O)c3ccccc23)cc1S(=O)(=O)NCc1ccccc1	14	-2
CC(=O)N=C1S/C(=C\c2cccc(F)c2)C(=O)N1c1ccc(C)c(C)c1	4	-3
CC(=O)C[C@H]1c2cc(C(F)(F)F)ccc2S(=O)(=O)N1c1ccccc1	-11	-1
C1=CC2CC1CC2CN1CCN(Cc2ccncc2)CC1 (stereo not given)	2	15
COc1cccc(NC2=C(NCCO)C(=O)c3ccccc3C2=O)c1	49	-5
Cn1ncc(NC(=O)Cc2ccc(Cl)cc2)c(N2CCCCC2)c1=O	-6	-4
O=C(O)c1ccc2ncsc2c1	/	12
COCCNC(=O)Cc1ccc(NC(=O)c2cc(-c3ccccc3)on2)cc1	-14	-9
CC(C)N(C(=O)Cn1c(Cl)nc2c1c(=O)n(C)c(=O)n2C)c1ccccc1	6	-8
Cc1c(C)n(C)c2ccc(C(=O)Nc3ccc(C(F)(F)F)cc3)cc12	-1	-5
O=C(O)c1nc(=O)[nH]c(=O)[nH]1	-2	/
COc1cc(NC(=O)C(C)Oc2ccccc2)c(Cl)cc1NC(=O)c1ccc(Cl)cc1 (stereo not given)	-2	0
Cc1cccc(Sc2nccnc2N2CCCC(C(=O)Nc3cccc(F)c3)C2)c1 (stereo not given)	2	-2
CC1CCN(C2CCN(CCc3ccccc3)CC2)CC1	3	-1
Cc1c(Cl)cccc1NC(=O)C(CC(=O)O)Cc1ccc(Cl)cc1 (stereo not given)	5	-10
CC(C)C(=NO)c1ccc(OCCOc2ccc([N+](=O)[O-])cc2)cc1	17	2
CCOc1cc(O)cc2oc(-c3ccccc3)cc(=O)c12	-2	0
Cc1cc(C)cc(OCCN2CCCC2)c1	-2	-2
COc1cc(C=C2Oc3c(ccc4c3CN(Cc3ccco3)CO4)C2=O)cc(OC)c1OC	39	-51
CN(c1ccc(Cl)cc1)c1cc2c(c3c1ccn3C)C1CCC2C1 (stereo not given)	48	-2

# Whole records as entered above:
# O=C(O)c1nc(=O)[nH]c(=O)[nH]1 in the list: mHTT CaM bind: -2; Pf apPOL inh: /
# CC(C)C(=NO)c1ccc(OCCOc2ccc([N+](=O)[O-])cc2)cc1 in the list: mHTT CaM bind: 17; Pf apPOL inh: 2

# Continuation:
SMILES	mHTT CaM bind	Pf apPOL inh
COc1ccc(C=CC(=O)c2cc(Br)ccc2OC(=O)c2ccco2)cc1OC	34	-5
Cc1nnc(NC(=O)c2ccc(S(=O)(=O)N(Cc3ccco3)C3CC3)o2)s1	-15	1
O=C(CCC1NC(=O)c2ccccc2NC1=O)Nc1ccc2c(c1)Cc1ccccc1-2 (stereo not given)	13	-23
C=CCc1cc(/C=C2\C(=O)NC(=O)N(c3ccc(OC)cc3)C2=O)cc(OC)c1O	32	-3
Cc1cc(NC(=O)CN2C(=O)CN(c3ccccc3)C2=O)no1	2	1
COc1ccc(C2=CC(c3cc(OC)ccc3OC)n3ncnc3N2)cc1 (stereo not given)	15	-3
Cc1cccc(C(=O)Nc2c3c(nn2-c2ccc(Cl)cc2)CSC3)c1	32	4
CCN1C(=O)Cc2ccccc2C1C(=O)NCc1ccc(C)cc1 (stereo not given)	-4	1
CN(C)c1ccc(/C=C/C2=CC(=C/C=C3C=CC(=[N+](C)C)C=C3)/O[B-](F)(F)O2)cc1	/	-56
O=C(CCC1CCCCC1)NCc1ccco1	-6	-6
Cc1cc(F)ccc1NC(=O)C1CCN(c2cnc(N3CCCCC3)nc2)CC1	0	-6
O=C(c1cc2c(s1)CN(C1CCCC1)C2)N1CCN(C2CCCCC2)CC1	7	0
CCN(CC)C(=O)CSc1nc2n[nH]c(C)c2c(=N)n1-c1ccc(Cl)c(C)c1	17	-3
Fc1ccccc1OCc1noc(-c2ccccc2)n1	-24	3
COc1ccc(NC(=O)c2cnn3c2NC(c2ccco2)CC3C(F)(F)F)c(OC)c1 (stereo not given)	21	9
COc1ccc(-c2nc(S(=O)(=O)c3ccccc3)c(N3CCCCC3)o2)cc1OC	3	-2
CSc1nc(-c2ccccc2)nc2c1CCCC2	-25	-5
CC(C)C[C@H]1COc2cc(Br)ccc2S(=O)(=O)N1Cc1cn(CCC2OCCCO2)nn1	1	-1
CCC(=O)Nc1cccnc1-c1ccc(C(=O)Nc2cc(C)cc(C)c2)cc1	14	0
CN(C)c1ccc(C(=O)N=c2sc3ccccc3n2C)cc1	-5	-4
Cc1ccc(C)c(CNC(=O)c2nc(C)oc2C)c1	-7	1
C=CCNC(=O)CN(Cc1ccccc1F)S(=O)(=O)c1ccc(C)cc1	2	-3
O=C(c1ccc(Sc2cccc(Cl)c2)c([N+](=O)[O-])c1)N1CCC2(CC1)OCCO2	60*	-8
O=C(NCCCN1CCOCC1)c1nn2c(c1Cl)NC(c1ccco1)CC2C(F)(F)F (stereo not given)	2	1
Cc1cccc(-c2noc(C3CCN(CC(=O)Nc4ccc(F)cc4C)CC3)n2)c1	4	0
N#Cc1cnc(S)nc1N	3	/
C#CCNc1ccccc1-c1nc2ccccc2[nH]c1=O	6	2
Cc1ccnc(N2CCCC(C(=O)NCCc3c[nH]c4ccc(Cl)cc34)C2)n1 (stereo not given)	0	-8
O=C(NC1CC2CC1CN2S(=O)(=O)c1cccc2cccnc12)c1ccccc1 (stereo not given)	10	-5
O=C(NC1CCCCC1)C1CCc2nc(N3CCCCC3)ncc2C1 (stereo not given)	3	-5
CC1(C)Cc2cccc(C(=O)N3CCC(c4c[nH]c5ccccc45)CC3)c2O1	/	-6
CCOc1ccc(N/C(=C(/C(Cl)=C(Cl)Cl)[N+](=O)[O-])n2cncn2)cc1	5	7
CCN1CCN(C(=O)c2sc(-c3cn(C(C)C)c4ncccc34)nc2C)CC1	20	-6
Cc1ccc(C(=O)N2CCCC2c2nc(-c3ccc(F)cc3F)no2)s1 (stereo not given)	-8	-1
N#CCC12CC3CC(CC(C3)C1)C2	-6	/
O=S(=O)(c1cc(Cl)ccc1Cl)n1nnc2ccccc21	57*	0
Cc1ccccc1NC(=O)C1(NC(=O)Cc2nc(N)n[nH]2)CCCCC1	9	-2
COc1cccc(N(CC(=O)N2CCC(Cc3ccccc3)CC2)S(C)(=O)=O)c1	21	-10
CN1CCN(CCNC(=O)C2CCc3sc(C(=O)N4CCOCC4)cc3C2)CC1 (stereo not given)	-4	-1
Cc1cc(C)n(CCN(C(=O)c2ccco2)c2nc3c(F)cc(F)cc3s2)n1	-17	-8
O=C(Nc1nnn(-c2ccc([N+](=O)[O-])cc2)c1-c1ccccc1)N1CCOCC1	/	5
Cn1c(=O)c2nc(-c3cccc(I)c3)oc2c2ccccc21	1	5
O=C(c1cccn2c(=O)c3ccc(Cl)cc3nc12)N1CCN(c2cccc(Cl)c2)CC1	13	-6
O=C(O)/C(=C\c1cccc([N+](=O)[O-])c1)NC(=O)c1ccco1	-3	2
COc1ccc(NC(=O)c2cc(I)ccc2Cl)cc1Cl	-10	1
CSc1cccc(NC(=O)CN(C)S(=O)(=O)c2ccc(Cl)cc2)c1	3	0
CC(C)(C)OC(=O)N1CCCN(C(=S)Nc2cccnc2)CC1	/	-11
O=C(Nc1ccc2c(c1)N(C(=O)c1ccco1)CC2)c1ccc(C(F)(F)F)cc1	4	-1
CC(=O)N1C(=O)/C(=C2/SC(=Nc3ccc(Br)cc3)NC2=O)c2ccccc21	-4	-10
COc1ccc(OCCNC(=O)c2c(F)cccc2Cl)cc1	/	-7

# Continuation.
SMILES	mHTT CaM bind	Pf apPOL inh
COc1ccc(Cl)cc1N(CC(=O)NCc1ccncc1)S(C)(=O)=O	2	-8
Cc1ccc2c(c1)N(c1ccc(F)cc1F)C=C(C#N)S2(=O)=O	0	-5
O=C(O)c1cccc(NS(=O)(=O)c2ccc3nc(-c4ccccc4)[nH]c3c2)c1	7	17
O=C(Nc1ccccc1F)c1cccc([N+](=O)[O-])c1C(=O)O	-4	-5
O=C(Nc1cccc(-c2nc3ncccc3o2)c1)C1CC1	2	-3
COc1ccc(C2/C=C\CN(C(=O)C3CCCC3)[C@@H](C)C(=O)N2Cc2ccc(F)cc2)cc1 (stereo not given in full)	43	-2
Cc1cc(C)cc(C(=O)NCc2ccc(N3CCOCC3)nc2)c1	5	-5
CCC(NS(=O)(=O)c1ccc(Br)cc1)C(=O)O (stereo not given)	-5	-8
c1ccc(Oc2nc(N3CCCCC3)nc3c2CN(Cc2cccnc2)CC3)cc1	53*	-2
CCc1c(-c2ccccc2)n(CCO)c2nc3c(c(=O)n(C)c(=O)n3C)n12	8	-3
COc1cccc(S(=O)(=O)N2CCC(CN3CCCCCC3)CC2)c1	7	-2
O=C(CSc1nc(O)cc(=O)[nH]1)N1CCOCC1	0	4
COc1ccc(C2=C/C(=C\c3ccccc3[N+](=O)[O-])C(=O)O2)cc1OC	11	7
c1ccc2c(c1)CCc1c(-c3ccncc3)n[nH]c1-2	1	/
O=C(C1CCC(CNS(=O)(=O)c2ccc(Br)s2)CC1)N1CCCCC1 (stereo not given)	-3	-9
COc1cc(OC)c2c(C)cc(=O)oc2c1C(CCN1CCCCC1)c1ccc(N(C)C)cc1 (stereo not given)	78*	-9
Cc1ccc(N=Cc2c(C)[nH]n(-c3ccccc3)c2=O)cc1	1	-3
CN1CCC(=NOC(=O)c2ccc(F)cc2)CC1	6	-4
Cn1c(O)c(C2=c3cc(Br)ccc3=NC2=O)sc1=Nc1ccc(Cl)cc1	7	-45
Cc1ccc2c(c1)N(Cc1cccc(F)c1)N=C(C(=O)N1CCCC1)S2(=O)=O	17	-2
COc1ccc(Br)cc1C1SCCN1S(=O)(=O)c1ccc(F)cc1 (stereo not given)	-12	0
Cc1cc(C(=O)N2CCC3(CC2)OCCO3)c2ccccc2n1	-6	-8
CSc1nc2ccc(NC(=O)c3ccccc3F)cc2s1	-2	14
COc1cccc(NC(=O)C2CCN(c3cc(N4CCCC4)ncn3)CC2)c1	14	-1
Cc1cc(/C=C2\SC(=O)N(C)C2=O)c(C)n1-c1ccc(F)cc1	5	-3
Cn1ncc(NC(=O)C2CCCCC2)c(N2CCCCC2)c1=O	-5	-2
CC1Oc2ccccc2N(Cc2nc(-c3cccc(C(F)(F)F)c3)no2)C1=O (stereo not given)	-22	1
CCC(NC(=O)c1csc2c1CCCC2)c1ccccc1 (stereo not given)	-22	-3
Cc1cc(C)n(Cc2ccc(C(=O)NCCC3=CCCCC3)o2)n1	6	-1
COc1ccc(CNC(=O)c2cc3n(n2)CCCN(Cc2ccccc2)C3=O)c(OC)c1	8	-8
Cc1cc(NC(NC(=O)c2ccccc2C)(C(F)(F)F)C(F)(F)F)no1	/	-6
CC(=O)NC1CCN(Cc2cccc(Br)c2)CC1CO (stereo not given)	-7	-2
O=C(COc1nsnc1N1CCCCC1)Nc1ccc(Br)cc1	51*	-9
O=C(c1cccs1)N1CCc2[nH]nc(-c3ccccc3)c2C1	15	4
O=C(NCc1ccc(F)cc1)C1CCC(CNS(=O)(=O)c2cccs2)CC1 (stereo not given)	4	5
CCOC1=NC(=Cc2[nH]c(OCC)c(CC(=O)OC)c2C(=O)OC)C(C(=O)OC)=C1CC(=O)OC	/	i
Cc1cccc(-n2nc3c(c2NC(=O)C2CCCCC2)CS(=O)(=O)C3)c1C	-3	-9
CCc1ccc(C(=O)N2CCC(c3nc4ccncc4n3C(C)C)C2)cc1 (stereo not given)	4	-7
C=CC1C(OC2OC(CO)C(O)C(O)C2OC(=O)c2c(O)cc(O)cc2-c2cccc(O)c2)OC=C2C(=O)OCCC21 (stereo not given)	/	-9
CCC(=O)N1CCc2cc(Br)cc(S(=O)(=O)NCCCN(CC)CC)c21	4	-2
Cn1cccc1CN1CCN(C(=O)c2cccc(F)c2)CC1	0	-3
CC(C)NC(=O)c1ccccc1N1CCC(NC(=O)C2CCCCC2)CC1	-5	-2
O=C(Nc1ncccn1)C1c2ccccc2Oc2ccccc21	-2	-4
O=[N+]([O-])c1ccc2c(c1)ncn2C1CCCCC1	0	/

# Hits appear at their usual frequency; 3.5% or so of the library scored in one or more.
